Assay outcomes: PubChem BioAssay, ICCB-Longwood Screening Facility, Harvard Medical School
Polio RdRp inh = poliovirus RdRp elongation inhibitors, primary screen, biochemical, fluorescence polarization, total intensity | Genome polyprotein (Poliovirus type 1 (strain Mahoney)), P03300 | poliovirus polymerase elongation; hits give low values | % elongation, % (compound at 16.7 µg/mL) | hit rate 0.66% among 150,000 | AID 588519, 2011; in the data active = % elongation below about 90%; also: some results filed as inactive read as strong as hits
Target sequence (P03300 1749-2209 limits assumed): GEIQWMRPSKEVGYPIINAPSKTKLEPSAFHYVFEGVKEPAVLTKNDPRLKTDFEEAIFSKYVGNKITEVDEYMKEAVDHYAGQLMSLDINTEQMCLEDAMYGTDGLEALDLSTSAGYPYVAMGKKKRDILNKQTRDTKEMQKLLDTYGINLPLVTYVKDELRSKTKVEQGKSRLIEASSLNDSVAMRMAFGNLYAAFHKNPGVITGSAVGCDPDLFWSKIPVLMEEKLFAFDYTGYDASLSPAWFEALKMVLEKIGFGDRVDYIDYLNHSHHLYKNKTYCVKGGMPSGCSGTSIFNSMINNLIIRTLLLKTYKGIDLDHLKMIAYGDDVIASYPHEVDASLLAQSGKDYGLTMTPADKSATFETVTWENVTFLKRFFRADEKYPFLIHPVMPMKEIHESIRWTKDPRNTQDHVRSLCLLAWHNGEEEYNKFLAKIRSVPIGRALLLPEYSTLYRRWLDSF
Polio RdRp inh FP z-score = further read-out of Polio RdRp inh, marked with its call; z-score; measured here: FP z-score; hits read low
* hit, by the source's call.

SMILES | Polio RdRp inh | Polio RdRp inh FP z-score
CN(C)c1ccc(/C=c2\s/c(=C(/C#N)C(=O)NCCN3CCOCC3)n(Cc3ccco3)c2=O)cc1 | 46.0 | -8.4
COc1cc2c(cc1OC)C(COc1ccc3c(C)cc(=O)oc3c1)N(C(=O)CC(C)C)CC2 (configuration not stated) | 108.0 | 0.9
Cc1ccc(F)cc1NC(=O)CCc1c(C)nn(-c2ccc(N3CCCCC3)nn2)c1C | 106.0 | 0
CCN(CC)C(=O)Cn1c(=O)sc2ccccc21 | 100.0 | -0.3
Cn1c(=O)c2c(n3c4ccccc4nc13)NC(=O)CC2c1cccc(Cl)c1 (configuration not stated) | 105.0 | 0.3
CSc1ccc(/C=C2\CC/C(=C\c3ccc(SC)cc3)C2=O)cc1 | 105.0 | 0.7
Cc1ccc(CNC(=O)CCc2c(C)nc3c(c2C)c(=O)n(C)c(=O)n3C)cc1 | 99.0 | -0.9
Cc1cc(NC(=O)CC2CCCCC2)nc2c1c(=O)oc1ccccc12 | 102.0 | 0
CCOc1cc(CNC2CC2)ccc1OC(F)F | 108.0 | 1
CCOc1ccc2c(c1)c(=O)c(C(=O)c1ccc(CC)cc1)cn2CC(=O)Nc1ccc2c(c1)OCCO2 | 110.0 | 0.8
O=C(/C=C/c1ccco1)CC1(O)C(=O)Nc2ccccc21 (configuration not stated) | 95.0 | -2.7
CC(C)NC(=O)CCCN1C(=O)c2ccccc2Sc2ncccc21 | 101.0 | -0.5
CCOc1ccc(NC(=O)Cn2c(=O)c(CNc3ccc(OC)cc3)cc3ccc(OC)cc32)cc1 | 101.0 | -0.8
Cc1ccc(Sc2ccc(N3CCCC(C(=O)Nc4ccc(F)c(Cl)c4)C3)nn2)cc1 (configuration not stated) | 106.0 | 0
Cc1cc2c(=O)n(CCOc3ccccc3)cnc2s1 | 100.0 | -0.5
Cc1ccccc1NC(C)C(=O)N/N=C/c1cccs1 (configuration not stated) | 102.0 | 0.2
COc1ccc(-n2cc(C(=O)NC(C)c3ccccc3)c3ccccc3c2=O)cc1 (configuration not stated) | 108.0 | 0.4
Cc1ccc2c(=O)cc(CSc3ncn[nH]3)[nH]c2c1C | 108.0 | 0.4
FC(F)Sc1nc2ccccc2s1 | 111.0 | 0.5
COc1ccc(S(=O)c2ccccc2C(=O)O)cc1 (configuration not stated) | 104.0 | 0.8
O=S(=O)(NCC1CCN(CCc2cccs2)CC1)c1cnc[nH]1 | 99.0 | -1.5
CN(C)C(=O)CSc1nnc(-c2ccccc2)n1-c1ccc(F)cc1 | 103.0 | 0.6
COc1ccc(S(=O)(=O)NCCN2CCNC2=O)cc1OC | 100.0 | -0.5
CCOC(=O)c1nn2c(C(F)(F)F)cc(-c3ccc(C)cc3)nc2c1Cl | 105.0 | 0.5
C=C(C)C(=O)OCc1ccc(C#N)cc1 | 103.0 | 0

Quoted from the entries so far (7 entries):
SMILES | Polio RdRp inh | Polio RdRp inh FP z-score
FC(F)Sc1nc2ccccc2s1 | 111.0 | 0.5
COc1ccc(S(=O)c2ccccc2C(=O)O)cc1 (configuration not stated) | 104.0 | 0.8
O=S(=O)(NCC1CCN(CCc2cccs2)CC1)c1cnc[nH]1 | 99.0 | -1.5
CN(C)C(=O)CSc1nnc(-c2ccccc2)n1-c1ccc(F)cc1 | 103.0 | 0.6
COc1ccc(S(=O)(=O)NCCN2CCNC2=O)cc1OC | 100.0 | -0.5
CCOC(=O)c1nn2c(C(F)(F)F)cc(-c3ccc(C)cc3)nc2c1Cl | 105.0 | 0.5
C=C(C)C(=O)OCc1ccc(C#N)cc1 | 103.0 | 0

(continued)
SMILES | Polio RdRp inh | Polio RdRp inh FP z-score
CCC(=O)NCC(c1ccc2c(c1)OCO2)N1CCOCC1 (configuration not stated) | 103.0 | 0.3
O=c1[nH]c(SCc2ccccc2)nc2nc[nH]c12 | 101.0 | -0.1
CC(C)SCc1nc2ccccc2[nH]1 | 103.0 | 0.5
CC(C(=O)NCc1ccc(Cl)cc1)n1ccc2cc(S(=O)(=O)N3CCCCCC3)ccc21 (configuration not stated) | 115.0 | 1.4
Cc1cccc2cc(CN(CC3CCCO3)C(=O)CC(C)(C)C)c3nnnn3c12 (configuration not stated) | 100.0 | -0.4
C=C(C)c1c2c(c(Cl)c3ccccc13)C[N+](CC)(CC)C2 | 102.0 | 0.2
CCCSc1nnc2c3ccccc3n(CC)c2n1 | 100.0 | -0.3
CC1(C)CC(=O)c2c(SCCOC(=O)c3ccccc3Cl)sc(C#N)c2C1 | 104.0 | -0.2
O=C(Nc1nc(-c2ccccc2)cs1)C1CCC1 | 100.0 | -0.4
Cn1ccc(-c2cc(C(=O)O)c3ccccc3n2)n1 | 100.0 | -0.6
CCOc1ccc(C(=O)Nc2cc(NC(=O)c3ccco3)ccc2OC)cc1Br | 100.0 | -0.8
N#Cc1ccc(Cl)cc1N=Cc1cccs1 | 103.0 | 0.3
COC(=O)C1C(c2ccc(OC)c(OC)c2)C(C(=O)OC)S(=O)(=O)CS1(=O)=O (configuration not stated) | 100.0 | -0.2
CC1CCCCC1NC(=O)COC(=O)c1ccc(Cl)c(S(N)(=O)=O)c1 (configuration not stated) | 105.0 | 0.4
CC1=C(C#N)C(=O)N(CCc2ccccc2)C(=O)/C1=C\c1ccc(-c2ccccc2)o1 | 101.0 | 0
Cc1ccc(C)c(CN2C(=O)CSc3ccc(C(=O)NCc4ccc(F)cc4)cc32)c1 | 107.0 | 0.8
NCC1OC(COC[C@@H]2C(O)[C@H](OC3C(O)C(N)CC(N)C3OC3OC(CN)C(O)C(O)C3N)O[C@@H]2CO)C(N)C(O)C1O (some centres not stated) | 101.0 | 0.2
O=C(Nc1ccc(-c2cn3c(n2)SCC3)cc1)c1ccc2c(c1)OCO2 | 105.0 | 1.1
CCCOc1cccc(C(=O)Nc2ccc(-c3nc4ccccc4s3)c(Cl)c2)c1 | 101.0 | -0.3
NC(=O)c1ccccc1NC(=O)CCC(=O)O | 105.0 | 0.1
CCCSc1nc2sc3c(c2c(=O)n1Cc1ccccc1)CC(C)(CC)OC3 (configuration not stated) | 105.0 | 0.4
CCCN(CCC)C1=CC(=O)C(C)=C(C)C1=O | 86.0* | -1.7*
O=C(NCc1ccc(F)cc1)c1ccc2c(c1)nc1n2CCCCC1 | 105.0 | -0.7
O=C1CN(c2ccccc2)C(=O)CN1c1ccccc1 | 100.0 | 0
CS(=O)(=O)N1CCN(c2ccc(N)cc2)CC1 | 100.0 | -0.2

A few values from above:
Polio RdRp inh FP z-score with `O=C(/C=C/c1ccco1)CC1(O)C(=O)Nc2ccccc21` (configuration not stated) is entered as -2.7
Polio RdRp inh with `Cc1cccc2cc(CN(CC3CCCO3)C(=O)CC(C)(C)C)c3nnnn3c12` (configuration not stated) is entered as 100.0

(listing goes on)
SMILES | Polio RdRp inh | Polio RdRp inh FP z-score
CCOC(=O)c1ccc(NC(=O)c2csc3c2CCCC3)cc1 | 103.0 | -0.2
CCc1cccc(C)c1Nc1c(-c2ccsc2)nc2ncccn12 | 113.0 | 0.2
CC(C)C(C(=O)O)N1C(=O)/C(=C/C=C/c2ccco2)SC1=S (configuration not stated) | 109.0 | 2.1
Cc1c(Cl)cccc1NC(=O)Cn1c(=O)n(Cc2ccco2)c(=O)c2sc3ccccc3c21 | 108.0 | 1.3
Cc1ccccc1Cn1c(=O)n(CCc2ccccc2)c(=O)c2ccccc21 | 107.0 | 0.3
CCc1ccc(-c2cc(C)no2)cc1S(=O)(=O)N(C)Cc1ccccc1 | 101.0 | -0.3
COC(=O)c1sc(SC)c(C#N)c1-c1ccco1 | 104.0 | -0.3
CCCCNC(=O)N1CCCN(c2ccc(C#N)cn2)CC1 | 103.0 | -0.2
Cc1cccc(N2CCN(C(=O)c3ccc4c(Cl)c5c(nc4c3)CCCC5)CC2)c1C | 109.0 | 0.6
CC(C)C(=O)NCC(c1cccnc1)N1CCN(c2ccccc2)CC1 (configuration not stated) | 101.0 | 0.5
O=c1[nH]c(CSc2nnnn2C2CCCC2)nc2ccccc12 | 114.0 | 1.2
CC(OC(=O)c1ccco1)C(=O)NC1CCCC1 (configuration not stated) | 102.0 | 0
CC1CCCC(C)N1CC(O)COc1c(F)cc(Br)cc1F (configuration not stated) | 105.0 | 0.6
CCc1noc(C)c1C(=O)Nc1sc(C(=O)N(C)C)c(C)c1C(=O)OC | 98.0 | -0.3
C=CC1CN2CCC1CC2[C@H](O)c1cnc2ccccc2c1 (some centres not stated) | 107.0 | 0.3
CC1CN=C(NC(=O)c2ccccc2)S1 (configuration not stated) | 101.0 | 0
CCn1c2ccccc2c2cc(/C=N/NC(=O)Cc3cccs3)ccc21 | 103.0 | 0.4
O=C(NC1CC1)c1cccc(NC(=O)C2COc3ccccc3C2)c1 (configuration not stated) | 101.0 | -0.2
O=C(c1cc2ccccc2o1)c1cnc2ccccn12 | 102.0 | 0.2
COc1ccc(NC(=O)CN2C(=O)COc3ccc(S(=O)(=O)N4CCOCC4)cc32)cc1 | 102.0 | 0
O=C(O)c1cc(O)[nH]c(=O)c1 | 79.0 | -3.6
COc1ccccc1OCCOc1ccc(-c2nc3sc4c(c3c(=O)[nH]2)CCCC4)cc1 | 103.0 | 0.3
Cc1cc(Br)ccc1NC(=O)C1CCCN(S(=O)(=O)c2cccc3nonc23)C1 (configuration not stated) | 105.0 | -0.2
Cc1ccc(-c2cc(-c3ccccc3)nc(=O)[nH]2)cc1 | 104.0 | 1
Cc1cc(-n2c(=S)[nH]c3ccccc3c2=O)ccc1Br | 103.0 | 0.1
CC(OC(=O)Cn1ccc(=O)[nH]c1=O)c1ccccc1Cl (configuration not stated) | 111.0 | 0.3
O=C(Cn1c(=O)cnc2ccccc21)N1CCCCC1 | 103.0 | 0.3
Cc1nc(CSc2nncs2)cs1 | 83.0* | -2*
CCC(=O)NC(=S)Nc1cccc(NC(=O)c2ccco2)c1 | 102.0 | 0.4
CON(C)c1nc(OCCNC(=O)OCc2ccc(Cl)cc2Cl)nc(N(C)C)n1 | 99.0 | -1
CCOC(=O)C1(CC)C(=O)OC(C(=O)NC2CCCCC2)C1C (configuration not stated) | 105.0 | 0.9
CCOc1ccc(NCc2n[nH]c(=S)n2-c2ccc(C)cc2)cc1 | 103.0 | 0.5
Cc1c(C(=O)OC2CCCCCC2)[nH]c2c1C(=O)CC(c1ccc(Cl)cc1)C2 (configuration not stated) | 105.0 | -0.1
C1CCCN(c2nc(N3CCCCCC3)nc(N3CCCCCC3)n2)CC1 | 101.0 | -0.1
N#CCC(=O)Nc1ccccc1Oc1ccccc1 | 103.0 | 0.8
O=C(Nc1ccccc1-c1nc2ccccc2s1)c1ccccc1 | 99.0 | -0.4
COc1cccc(-n2c(=O)c3c4c(sc3n(Cc3ccc(C)cc3)c2=O)CCCC4)c1 | 104.0 | -0.3
CC(=O)N1CCCc2cc(S(=O)(=O)N3CCCC3)ccc21 | 102.0 | 0.2
CN(C(=O)NCc1noc2ccccc12)c1cccc(Cl)c1 | 103.0 | -0.4
O=C1CCc2cc(S(=O)(=O)NCc3ccccc3)cc3c2N1CC3 | 108.0 | 0.3
Cc1ccc(NC(=O)Cn2c(=O)n(CCCCC(=O)NCCc3ccccc3)c(=O)c3ccccc32)c(C)c1 | 107.0 | 0.4
COc1cc(CN2CCOCC2)ccc1O | 104.0 | 1.6
Cc1ccccc1-c1nnn(C/C(N)=N/O)n1 | 102.0 | 0.2
COc1cccc(CNC(=O)Cn2c(=O)cc(C(F)(F)F)c3c(C)nn(C)c32)c1OC | 110.0 | 1
COc1ccc(-c2nn3c(-c4ccccc4)nnc3c3ccccc23)cc1 | 102.0 | -0.5
Cc1cccc(N2CCN(C(=O)c3cc4ccc5cccnc5c4[nH]3)CC2)c1C | 104.0 | -0.4
CCc1ccc(N2C(=O)CC(Sc3ccccc3N)C2=O)cc1 (configuration not stated) | 98.0 | -0.6
COc1ccc(C2=CC(c3ccccc3F)n3ncc(C(=O)Nc4ccc(C)cc4)c3N2)cc1 (configuration not stated) | 107.0 | 0.1
CN(C)C(=S)SCC(=O)N1N=C(c2ccc(Cl)cc2)CC1c1ccco1 (configuration not stated) | 107.0 | 0.5
O=C1CCC2(C(=O)OCc3nc4ccccc4s3)Sc3ccccc3N12 (configuration not stated) | 110.0 | 1

More results follow:
SMILES | Polio RdRp inh | Polio RdRp inh FP z-score
Cc1ccc(C)c(NCc2ccccc2CO)c1 | 104.0 | 0.2
CCN(C(=O)Cc1nc(-c2ccc(OC)cc2)no1)c1ccccc1 | 103.0 | 0.4
O=C(O)CN1CCN(C(c2ccccc2)c2ccccc2)CC1 | 102.0 | 0.1
CC(=O)Nc1sc2c(c1C(=O)O)CCc1ccccc1-2 | 99.0 | -0.5
CC(C)CN1C(=O)N(c2ccccc2)C(=O)C1CC(=O)Nc1ccccc1 (configuration not stated) | 100.0 | -1.4
O=C(COc1ccc(Cl)cc1)Nc1nnc2n1CCS2 | 117.0 | 2.2
CN(Cc1ccccc1)C(=O)c1c[nH]c2ccc(S(=O)(=O)Nc3ccccc3F)cc2c1=O | 107.0 | -0.6
N#CCCN(C1CCCCC1)S(=O)(=O)c1cccc2nsnc12 | 104.0 | 0.1
CCCN(CCC)C(=O)c1cc2c(=O)n(CC)c3ccccc3c2s1 | 100.0 | -0.9
O=C(Oc1ccc(-c2ccccc2)cc1)c1ccco1 | 103.0 | 0.4
CC(NC(=O)c1nn(C)c(=O)c2ccccc12)c1ccc(F)cc1 (configuration not stated) | 100.0 | -0.1
COc1ccc(NC(=O)Cn2nnc(-c3nc(-c4ccncc4)no3)c2N)cc1OC | 114.0 | 1.4
Clc1cccc(C=Nc2ccc(N3CCOCC3)cc2)c1Cl | 103.0 | 0.3
Cc1ccc(S(=O)(=O)n2nc(-c3ccccc3)nc2NCc2ccccc2Cl)cc1 | 102.0 | -0.4
CN1C(=O)C2(c3ccccc31)N(c1cccc(F)c1)C(=O)CS2(=O)=O (configuration not stated) | 110.0 | 0.7
CCOc1ccc(C2CC(=O)Nc3cc4c(cc32)OCO4)cc1OC (configuration not stated) | 102.0 | -1
Cc1cccc(C)c1NC(=O)Cn1nnc(C(=O)NCc2ccc(F)cc2)c1N | 108.0 | 0.3
c1ccc(Oc2cccc(CSc3ncn[nH]3)c2)cc1 | 100.0 | 0.1
CCCNC(=O)Nc1ccc2c(c1)oc1ccccc12 | 106.0 | 0.3

A portion of the library; the hit share may differ from the screen's.
